Assay outcomes: PubChem, Fisher Drug Discovery Resource Center
mcGAS RapidFire – blocks mouse cGAS cGAMP production. recombinant mouse cGAS, cGAMP by RapidFire MS. AID 1259397. inhibition, % at 12.5 µM. 130,000 tested, 0.18% active;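 active = inhibition of cGAS enzyme activity at or above 60%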;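 also: enzyme stimulated by 45 bp dsDNA with ATP and GTP substrates; cGAMP share of summed cGAMP plus half ATP and half GTP signals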
Target sequence (Q8C6L5 whole entry, looked up): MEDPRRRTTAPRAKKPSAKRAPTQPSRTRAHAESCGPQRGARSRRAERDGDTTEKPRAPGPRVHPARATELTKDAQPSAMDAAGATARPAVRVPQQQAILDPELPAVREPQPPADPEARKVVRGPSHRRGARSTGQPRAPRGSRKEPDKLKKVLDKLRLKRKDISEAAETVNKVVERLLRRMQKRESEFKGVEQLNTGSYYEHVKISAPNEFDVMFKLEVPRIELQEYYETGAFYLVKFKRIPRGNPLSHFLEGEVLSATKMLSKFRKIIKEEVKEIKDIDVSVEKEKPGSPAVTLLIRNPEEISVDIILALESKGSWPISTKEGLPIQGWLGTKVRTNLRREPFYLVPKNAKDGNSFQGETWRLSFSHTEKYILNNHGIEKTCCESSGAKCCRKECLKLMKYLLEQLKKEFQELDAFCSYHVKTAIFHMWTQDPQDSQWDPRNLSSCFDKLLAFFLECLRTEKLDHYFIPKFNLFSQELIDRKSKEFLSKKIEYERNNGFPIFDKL
The depositor's hits bear a star. The list is partial. The share of hits here may be higher or lower than overall.

Results for CN(Cc1ccc(N2CCCCC2)cc1)S(=O)(=O)c1cn[nH]c1 ?
mcGAS RapidFire: -10

What do the screens show for `O=C(Nc1c2c(nn1-c1ccccc1)CS(=O)(=O)C2)c1cccc2ccccc12`?
mcGAS RapidFire: 0

Results for CCN(C(=O)C(C)OC(=O)c1ccc(Cl)cc1[N+](=O)[O-])C1CCS(=O)(=O)C1 (stereo unspecified) ?
mcGAS RapidFire: -4

How did COC(=O)c1ccc(-n2c(C)cc(C=O)c2C)c(C)c1 do in these assays?
mcGAS RapidFire: -9

Results for CCN(Cc1ccccc1)C(=O)CCN1CCC[C@H]1CO ?
mcGAS RapidFire: -3

What do the screens show for `Cc1cc(Br)ccc1NC(=O)CNC(=O)CN1C(=O)NC2(CCCC2)C1=O`?
mcGAS RapidFire: -8

What do the screens show for `CC1(C(=O)NC2Cc3ccccc3C2)CCN1C(=O)C1CCCCC1` (stereo unspecified)?
mcGAS RapidFire: 0

Results for N#Cc1c(NC(=O)CSc2nnc(NC3CC3)s2)sc2c1CCC2 ?
mcGAS RapidFire: -10

Results for CCCC1=NN(C(C)=O)C(C(=O)N(C)CCc2ccccc2)O1 (stereo unspecified) ?
mcGAS RapidFire: -6

Results for O=C(Nc1ccnn1C1CCN(c2cnccn2)CC1)c1ccccc1Cl ?
mcGAS RapidFire: -19

Results for COC(=O)[C@@H]1C[C@H](NC(=O)c2cccc3[nH]c(C)nc23)CN1C ?
mcGAS RapidFire: -23

How did CC(C)N(CCNC(=O)c1ccc(Cl)c(NC(=O)c2cccs2)c1)C(C)C do in these assays?
mcGAS RapidFire: -8

What do the screens show for `C=C1C(C)(C)[C@H]2CC[C@]1(C(=O)N1CCc3nc(C)n(C)c(=O)c3CC1)C2`?
mcGAS RapidFire: 6

What do the screens show for `CCc1cnc(NC(=O)N2CCN(c3nc(C)ns3)CC2)s1`?
mcGAS RapidFire: -4

Results for Cc1ccc(C(C)NC(=O)CCOc2cccc(Cl)c2)o1 (stereo unspecified) ?
mcGAS RapidFire: -2

Results for CNS(=O)(=O)Cc1ccc(CNC(=O)NCc2ccccc2S(=O)(=O)N2CCCCC2)cc1 ?
mcGAS RapidFire: -9

Results for NC(=O)N(CCC(=O)O)c1ccc(O)cc1 ?
mcGAS RapidFire: -5

How did Fc1ccc(/C=C/CN2CCC(OCc3cccnc3)CC2)cc1 do in these assays?
mcGAS RapidFire: -19

What do the screens show for `CCc1ccc(Cl)c(CC)c1NC(=O)c1cc(S(C)(=O)=O)ccc1C`?
mcGAS RapidFire: -8

What do the screens show for `c1ccc(CN2CCC(Cc3noc(C4CC4)n3)CC2)cc1`?
mcGAS RapidFire: -27

What do the screens show for `O=C(CSc1nnc(-c2cccs2)n1C1CC1)N1CCOC1=O`?
mcGAS RapidFire: -1

Results for Cn1c(N)c(C(=O)CSc2nc(N)cc(N)n2)c(=O)n(C)c1=O ?
mcGAS RapidFire: 50

Results for CC1(C)N=C(N)N=C(N)N1c1ccc(Br)cc1 ?
mcGAS RapidFire: 47

Results for CC1(C(=O)NS(=O)(=O)c2ccc(C#N)cc2)CCN1C(=O)CC1CCCCC1 (stereo unspecified) ?
mcGAS RapidFire: -6

What do the screens show for `CN(CC(=O)Nc1ccc(Cl)cn1)CC(=O)Nc1ccccc1C(F)(F)F`?
mcGAS RapidFire: -9

Results for O=[N+]([O-])c1ccc(NS(=O)(=O)Cc2ccccc2)cc1 ?
mcGAS RapidFire: -4

What do the screens show for `CC(Cc1cnccn1)NC(=O)c1cc(-c2ccccc2)nn1C` (stereo unspecified)?
mcGAS RapidFire: -11

How did Cc1ccc(OCc2coc(-c3ccccc3)n2)c2c1C(C)CC2=O (stereo unspecified) do in these assays?
mcGAS RapidFire: 2

How did O=C(CCC(=O)c1cccs1)NNC(=O)c1cccs1 do in these assays?
mcGAS RapidFire: 0

What do the screens show for `O=C(CSc1nc2ccsc2c(=O)n1-c1ccccc1)N1CCCCCC1`?
mcGAS RapidFire: -12

How did Cc1ccc(Nc2cc(N3CCOCC3)c3noc4c3c2C(=O)c2ccccc2-4)cc1 do in these assays?
mcGAS RapidFire: -1

How did CC(=Nn1c(-c2ccc(Cl)cc2)csc1=NC(C)C)c1ccc2c(c1)OCO2 do in these assays?
mcGAS RapidFire: -7

How did COc1ccc(C(C)CCN)cc1 (stereo unspecified) do in these assays?
mcGAS RapidFire: -8

Results for Cc1nc2c(ccc3nc(NC(=O)Cc4ccc(F)cc4)sc32)s1 ?
mcGAS RapidFire: 1

How did COc1cc2c(cc1OC)CN(C1CCCN(Cc3ccc4cccc(F)c4n3)C1)CC2 (stereo unspecified) do in these assays?
mcGAS RapidFire: 1

Results for O=C(CN1CCN(C(=O)CN2CCCCC2)CC1)Nc1cccc(F)c1 ?
mcGAS RapidFire: -8

What do the screens show for `O=C(CCOc1ccccc1)Nc1ccnn1C1CCN(Cc2ccc(CO)o2)CC1`?
mcGAS RapidFire: -2

What do the screens show for `CCc1ccccc1OCCN(C)C(=O)CC1C(=O)N(C)C(=O)N1C` (stereo unspecified)?
mcGAS RapidFire: -11

Results for O=[N+]([O-])c1ccc(C2Nc3ccc(Br)cc3C(c3ccccc3)O2)cc1 (stereo unspecified) ?
mcGAS RapidFire: -48

What do the screens show for `CCn1c(SCC(=O)c2ccc(Br)s2)nnc1-c1cccs1`?
mcGAS RapidFire: -4

Results for CCCc1nnc2sc(-c3ccc[nH]3)nn12 ?
mcGAS RapidFire: -8

Results for CC(C)NC(=O)c1cccc(NC(=O)CC2SC(N3CCCCC3)=NC2=O)c1 (stereo unspecified) ?
mcGAS RapidFire: -6

How did O=C(OCc1cccc(F)c1F)c1c[nH]c2ccccc12 do in these assays?
mcGAS RapidFire: 4

How did CCCCN1CCc2ccc(NC(=O)CN(C)S(=O)(=O)c3cccs3)cc21 do in these assays?
mcGAS RapidFire: -4

What do the screens show for `O=C(CN1CCC(C(=O)c2ccc3c(c2)OCCO3)CC1)NC1CCCC1`?
mcGAS RapidFire: -3

What do the screens show for `CCCN(CC#N)C(=O)c1cnc(Cc2ccc(F)cc2)s1`?
mcGAS RapidFire: -13

How did CN1CCC(Cc2noc(-c3cccc(-n4cnnc4)n3)n2)CC1 do in these assays?
mcGAS RapidFire: -19

How did Cc1ncsc1CCN(C)Cc1cnc(N)nc1 do in these assays?
mcGAS RapidFire: -32

How did Cc1c(C(=O)Nc2ccc(NC(=O)CN3CCOCC3)cc2)oc2ccc(Cl)cc12 do in these assays?
mcGAS RapidFire: 8

Results for CCc1nc(C)c(C(=O)N(C)Cc2snnc2C)o1 ?
mcGAS RapidFire: -12

What do the screens show for `Cc1nc2n(n1)C(=O)C(C(c1ccc(Br)cc1)N1CCc3ccccc3C1)S2` (stereo unspecified)?
mcGAS RapidFire: -9

Results for COc1ccc(S(=O)(=O)CC(=O)N2CCNC(=O)C2(C)C)cc1 ?
mcGAS RapidFire: 4

Results for O=C(Nc1ccccc1OCC(F)(F)F)C1CCOCC1 ?
mcGAS RapidFire: -2

What do the screens show for `Cc1noc(CSc2ccc(C(=O)Nc3cc(F)cc(F)c3)cc2)n1`?
mcGAS RapidFire: -7

Results for Cc1ccccc1NCC(=O)N/N=C\c1cc2ccccc2nc1Cl ?
mcGAS RapidFire: 3

How did O=c1c2ccccc2oc2nc(-c3ccccc3)n(-c3ccccc3)c(=O)c12 do in these assays?
mcGAS RapidFire: -6

What do the screens show for `COc1ccc(OC)c(S(=O)(=O)NCCSC2Sc3ccccc3NC2=O)c1` (stereo unspecified)?
mcGAS RapidFire: 12

Results for Clc1ccc(CN2CCN(CCOCC3CCCO3)CC2)s1 (stereo unspecified) ?
mcGAS RapidFire: 17

What do the screens show for `CC(Sc1ccc(C#N)cn1)C(=O)Nc1ccc(C(C)(C)C)cc1` (stereo unspecified)?
mcGAS RapidFire: 1

How did CN1C(=O)CC(C(=O)Nc2ccc(F)cc2)SC1=Nc1cccc(C(F)(F)F)c1 (stereo unspecified) do in these assays?
mcGAS RapidFire: 0

Four entries out of the list, sorted by count of non-hydrogen atoms, largest number first:
How did Cc1c(C(=O)Nc2ccc(NC(=O)CN3CCOCC3)cc2)oc2ccc(Cl)cc12 do in these assays?
mcGAS RapidFire: 8

Results for Cc1ccccc1NCC(=O)N/N=C\c1cc2ccccc2nc1Cl ?
mcGAS RapidFire: 3

What do the screens show for `CC(Sc1ccc(C#N)cn1)C(=O)Nc1ccc(C(C)(C)C)cc1` (stereo unspecified)?
mcGAS RapidFire: 1

Results for CCc1nc(C)c(C(=O)N(C)Cc2snnc2C)o1 ?
mcGAS RapidFire: -12

Carrying on:
How did Cc1ccc(C)c(C(C)NS(=O)(=O)c2cccc(C#N)c2)c1 (stereo unspecified) do in these assays?
mcGAS RapidFire: -5

What do the screens show for `CCNc1ccccc1C(C)(C)C`?
mcGAS RapidFire: -3

Results for O=C(CCc1cccc(Cl)c1Cl)Nc1ncn[nH]1 ?
mcGAS RapidFire: -9

Results for c1nc(NCCN2CCOCC2)c2sc3nc(N4CCOCC4)c4c(c3c2n1)CCCC4 ?
mcGAS RapidFire: -14

Results for CCOC(=O)C1(C)CCCCN1C(=O)c1ccc(F)c(C)c1 (stereo unspecified) ?
mcGAS RapidFire: 7

Results for NC(=O)c1ccc[n+](CC(=O)Nc2ccc3c(c2)CCC3)c1 ?
mcGAS RapidFire: -12

Results for O=c1[nH]c(CSc2nnnn2C2CCCC2)nc2cc(Cl)ccc12 ?
mcGAS RapidFire: -13

What do the screens show for `Cc1cccnc1NC(=O)CC1CSc2nc3c(c(=O)n21)CCCC3` (stereo unspecified)?
mcGAS RapidFire: -11

How did CC1(C)CC(=O)C(C(Nc2sc3c(c2C#N)CCC3)Nc2sc3c(c2C#N)CCC3)C(=O)C1 do in these assays?
mcGAS RapidFire: -12

What do the screens show for `Cc1cc(C)nc(SC/C=C/CSc2nc(C)cc(C)n2)n1`?
mcGAS RapidFire: -25

Results for O=C(OCc1cc(Cl)c2c(c1)OCCO2)c1n[nH]c(=O)c2ccccc12 ?
mcGAS RapidFire: 1

What do the screens show for `CN(Cc1cc2n(n1)CCNC2)CC1CCN(c2ccccc2)C1` (stereo unspecified)?
mcGAS RapidFire: -5

Results for C=CCn1c(SCC(=O)c2[nH]c(C)c(C(C)=O)c2C)nc2sc3c(c2c1=O)CCC3 ?
mcGAS RapidFire: -24

How did CN1C[N+]([O-])=C(c2ccccc2)C1(C)C do in these assays?
mcGAS RapidFire: -9

What do the screens show for `Cc1cc(O)c(C=Nc2ccc(Br)cc2)c(=O)o1`?
mcGAS RapidFire: -5

How did COc1ccc(OCCOc2ccc(Cl)c(C)c2)cc1 do in these assays?
mcGAS RapidFire: -1

How did COCC(O)CN1CCC(N(C)Cc2noc(C(C)C)n2)C1 (stereo unspecified) do in these assays?
mcGAS RapidFire: -2

Results for Cc1cccc(Cl)c1NC(=O)N1CCCCC1CCN1CCOCC1 (stereo unspecified) ?
mcGAS RapidFire: -8

How did CC(NS(=O)(=O)c1cnn(C)c1)C(=O)N1CCc2ccccc2C1 (stereo unspecified) do in these assays?
mcGAS RapidFire: -9

How did CCNC(=S)NCc1ccc2c(c1)cc(C)n2C do in these assays?
mcGAS RapidFire: 7

How did CC(C)C(Nc1ccc(S(=O)(=O)N2CCOCC2)cc1[N+](=O)[O-])c1ccccc1 (stereo unspecified) do in these assays?
mcGAS RapidFire: -4

How did CC(=O)c1cccc(N2C(=O)C3C4C=CC(C4)C3C2=O)c1 (stereo unspecified) do in these assays?
mcGAS RapidFire: -2

How did CC(C(=O)N(C)Cc1ccc(Br)o1)n1cncn1 (stereo unspecified) do in these assays?
mcGAS RapidFire: -3

What do the screens show for `O=C(CNC(=O)c1ccco1)Nc1nc(-c2ccc(Cl)cc2)cs1`?
mcGAS RapidFire: -6

Results for O=[N+]([O-])c1cc2c(cc1N=Nc1ccc(O)c3ccccc13)OCCO2 ?
mcGAS RapidFire: -5

Results for CCN(CC)S(=O)(=O)c1ccc(N=Nc2ccc3ccccc3c2O)cc1 ?
mcGAS RapidFire: 5

What do the screens show for `CCCCC(=O)N1CCc2[nH]nc(C(=O)NCC3CCCO3)c2C1` (stereo unspecified)?
mcGAS RapidFire: 3

What do the screens show for `CN(CC1(CO)CCCC1)c1ccnc(C(=O)NCc2cccnc2)c1`?
mcGAS RapidFire: -22

How did CNC(=O)CCc1csc(NC(=O)Nc2ccc(OC)cc2)n1 do in these assays?
mcGAS RapidFire: -4

How did O=C(CSc1ccc(F)c(F)c1)N1CCC(NS(=O)(=O)c2cccs2)CC1 do in these assays?
mcGAS RapidFire: 4

Results for CCn1ccnc1Cn1nc(C2CCNCC2)n(CC)c1=O ?
mcGAS RapidFire: -29

Results for COCCn1cc(NC(=O)NCCCc2ccccc2)c2ccccc21 ?
mcGAS RapidFire: -5

Results for Cc1nc([N+](=O)[O-])c(N2CCOCC2)n1Cc1ccccc1 ?
mcGAS RapidFire: -11

What do the screens show for `CCn1c(N2CCN(Cc3cccc4ccccc34)CC2)nc2c1c(=O)[nH]c(=O)n2C`?
mcGAS RapidFire: -2

What do the screens show for `Cn1c(C(=O)NCCCN2CCCC2=O)cc2c(=O)n3ccccc3nc21`?
mcGAS RapidFire: -8

Results for CN(C)c1cc(N(C)CC2CC(=O)N(C(C)(C)C)C2)ncn1 (stereo unspecified) ?
mcGAS RapidFire: -24

Reprinted from the part before: 4 compounds, followed by the next part.
Results for Cc1nc([N+](=O)[O-])c(N2CCOCC2)n1Cc1ccccc1 ?
mcGAS RapidFire: -11

What do the screens show for `CCn1c(N2CCN(Cc3cccc4ccccc34)CC2)nc2c1c(=O)[nH]c(=O)n2C`?
mcGAS RapidFire: -2

What do the screens show for `Cn1c(C(=O)NCCCN2CCCC2=O)cc2c(=O)n3ccccc3nc21`?
mcGAS RapidFire: -8

Results for CN(C)c1cc(N(C)CC2CC(=O)N(C(C)(C)C)C2)ncn1 (stereo unspecified) ?
mcGAS RapidFire: -24

Results for CC(=O)N1N=C(c2cccnc2)OC1C(=O)N1CCC(O)(c2ccccc2)CC1 (stereo unspecified) ?
mcGAS RapidFire: -9

What do the screens show for `CCOc1ccc(NC2CC(=O)NC2=O)cc1` (stereo unspecified)?
mcGAS RapidFire: -14

What do the screens show for `O=C(C1CC2C=CC1C2)N1CCc2cc(S(=O)(=O)NC3CCCC3)ccc21` (stereo unspecified)?
mcGAS RapidFire: -16

Results for Cn1c(=O)c2c(-c3ccccc3)n(NC(=O)COc3ccccc3)cc2n(C)c1=O ?
mcGAS RapidFire: -6

What do the screens show for `CNc1ccc(-c2ccccc2C(C)=O)cn1`?
mcGAS RapidFire: -4
